Bioassay records (PubChem)
phage Ecoli inh = E. coli growth loss with phage present. growth absorbance. inhibition, % at 11.9 µM. AID 651602. actives 0.26% (n = 360,000); in the data active = inhibition above about 11%
SR-BI DiI inh = mouse SR-BI HDL lipid transfer inhibition | ldlA[mSR-BI] CHO cells, DiI-HDL uptake fluorescence, 3 h | inhibition, % at 12.5 µM | actives 0.96% (n = 320,000) | AID 488896;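 active = mean replicate inhibition of at least 70% and a set share of replicates each scoring 70 or more; inconclusive = meets just one of the two criteria; inactive = fails both criteria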;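 note: 0% = median of neutral control wells and 100% = median of positive control wells; values of inactives mirror those of a sister screen read the other way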
Target sequence (Q61009 whole entry, looked up): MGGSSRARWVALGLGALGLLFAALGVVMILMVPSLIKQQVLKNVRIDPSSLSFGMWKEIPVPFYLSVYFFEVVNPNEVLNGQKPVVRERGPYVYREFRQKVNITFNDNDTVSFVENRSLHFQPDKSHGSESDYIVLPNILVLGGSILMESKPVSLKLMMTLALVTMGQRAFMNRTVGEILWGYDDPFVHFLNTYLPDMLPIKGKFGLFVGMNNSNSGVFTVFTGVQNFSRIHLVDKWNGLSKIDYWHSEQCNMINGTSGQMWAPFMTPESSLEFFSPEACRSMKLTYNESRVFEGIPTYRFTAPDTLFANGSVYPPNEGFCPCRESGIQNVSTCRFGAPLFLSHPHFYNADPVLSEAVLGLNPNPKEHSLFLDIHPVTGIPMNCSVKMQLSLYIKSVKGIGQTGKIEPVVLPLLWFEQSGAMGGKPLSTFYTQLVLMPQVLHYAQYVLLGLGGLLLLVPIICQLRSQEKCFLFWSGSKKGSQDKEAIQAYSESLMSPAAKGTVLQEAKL
CAL PDZ FP-1 = inhibitors of human CAL PDZ peptide binding; inhibition, % at 20 µM; purified CAL PDZ, TMR-peptide fluorescence polarization, 1 h; AID 504414; actives 0.02% (n = 330,000);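 active = highest replicate inhibition of at least 40%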;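 note: plate controls were DMSO neutral control wells for no effect and unlabeled competitor peptide control wells for full effect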
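Material – purified CerCALP PDZ construct · Detection – FP readout, S and P plane fluorescence · Measure – percent inhibition from loss of millipolarization · Controls – unlabelled peptide for full inhibition, DMSO wells as neutral · Probe or stimulus – TMR-labelled reporter peptide T*-PRC34 bound in PDZ groove · Times – 1 h at RT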
AddAB inh = less growth of phage-infected E. coli with AddAB; E. coli expressing H. pylori AddAB, absorbance growth; inhibition, % at 11.9 µM; actives 0.29% (n = 330,000); in the data active = inhibition above about 12%;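 note: 0% = vehicle wells of infected cells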
E coli growth = counter-screen for AddAB inhibitors: E. coli growth inhibition. E. coli V3065 growth, OD600 absorbance, 18 h. inhibition, % at 11.9 µM. actives 0.27% (n = 330,000). AID 449728;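 active = inhibition above the campaign's mean inhibition across all tested compounds plus 3 SD, cut at about 9.9% in these data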;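 note: uninfected addAB+ strain grown without phage in ampicillin broth; 0% = DMSO wells and 100% = ciprofloxacin 0.95 µg/ml wells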
CAL PDZ FP-2 = inhibitors of human CAL PDZ peptide binding | Q9HD26 | purified CAL PDZ, TMR-peptide fluorescence polarization, 1 h | inhibition, % at 24.9 µM | actives 0.92% (n = 300,000) | AID 602252;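 active = mean inhibition of at least 30% with at least half of replicates also reaching 30%; inconclusive = no clear call, values can overlap the other calls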;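 note: 0% = DMSO neutral control and 100% = excess unlabeled competitor peptide PRC23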
Wnt act = Wnt/beta-catenin pathway activation; activation, % at 9.35 µM; Wnt/beta-catenin reporter cell assay, activator, plate reader; actives 1.2% (n = 300,000); in the data active = activation above about 30%, passing the limit was not always enough; inconclusive = no clear call, values can overlap the other calls;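 note: 0% = neutral control wells and 100% = positive control wells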
MITF act = MITF TRPM1 promoter activation in melanoma cells; SK-MEL-5 TRPM1-promoter luciferase, 24 h; % of positive control, neutral wells = 0; activation, % at 12.5 µM; actives 0.75% (n = 300,000); AID 588334;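 active = mean activation of at least 80% with every replicate also reaching 80%; inconclusive = mean reaches 80% but some replicate falls short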;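 note: 0% = neutral control wells and 100% = parthenolide positive control wells; values of inactives mirror those of a sister screen read the other way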
SR-BI uptake up = activators of SR-BI mediated HDL lipid uptake; CHO ldlA[mSR-BI] cells, DiI-HDL uptake fluorescence, 3 h; 100 = double the neutral-control signal; activation, % at 12.5 µM; actives 0.096% (n = 320,000);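 active = mean replicate activation of at least 60% and every replicate at or above 60%; inconclusive = mean or all-replicate condition met, but not both; inactive = mean below 60% and not all replicates reaching 60%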;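 note: 0% = median plate neutral-control signal and 100% = twice that signal; values of inactives mirror those of a sister screen read the other way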
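Material: SR-BI-overexpressing, LDLR-lacking CHO cells | Dosing: Single compound concentration, delivered by pin transfer | Probe or stimulus: Labelled HDL, 10 µg/mL | Signal: Bottom-read cell fluorescence after medium removal, ex 550/em 595 nm | Schedule: 3 h, 37 °C | Evaluation: HDL uptake via cellular fluorescence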
Tat transport = blocks Tat-dependent protein export in E. coli; E. coli MC4100 TorA-mCherry Tat export, fluorescence; actives 0.036% (n = 340,000); inhibition, % at 10 µM;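 active = mean replicate inhibition at least 50% and at least half of replicates individually reaching 50%; inconclusive = only one of the two criteria met; inactive = neither criterion met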;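 note: exported cargo escapes ClpAP degradation while cytoplasmic cargo is degraded and loses fluorescence; 0% = median of neutral control wells and 100% = median of NaSCN control wells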
Numbers without * were called inactive; ? = inconclusive; nt = no result given.

SMILES	phage Ecoli inh	SR-BI DiI inh	CAL PDZ FP-1	AddAB inh	E coli growth	CAL PDZ FP-2	Wnt act	MITF act	SR-BI uptake up	Tat transport
Cn1nc([N+](=O)[O-])c(C(C#N)c2nc3ccccc3n2C)c(Cl)c1=O (centres undefined)	2.1	-5	0.4	5.6	1.1	1	6	1	5	-8
Cc1c(NC(=O)C2CC(c3c(F)cccc3Cl)=NO2)c(=O)n(-c2ccccc2)n1C (centres undefined)	3.1	-21	-1.7	1.6	2.5	-5	-3	-7	21	0
CCOc1ccc(-c2csc(N)c2C(=O)OC)cc1	0.8	14	0.8	-0.8	-1.1	-3	-5	-7	-14	2
O=P(O)(CCCP(=O)(O)CCc1ccccc1)CCc1ccccc1	1.7	-7	-0.8	-0.3	-0.1	-2	nt	4	7	-6
CCOC(=O)c1cc2cc(OC)ccc2nc1C	3.3	16	0.2	-2.4	-1.9	-1	nt	15	-16	-5
COc1ccc(-c2cc(C(=O)Oc3ccc([N+](=O)[O-])cc3)c3ccccc3n2)cc1	2.0	6	-0.2	-0.4	-0.6	1	19	-16	-6	?
CC(=NCc1ccco1)c1c(O)n(C2CCCCC2)c(=O)[nH]c1=O	1.5	3	-0.9	0.9	0.5	-2	nt	13	-3	-1
CCc1c(C)nc2nc(NC(C)=O)[nH]n2c1=O	2.2	35	nt	1.1	0.9	-3	0	-5	-35	-12
O=C(O)C1=CCNCC1	3.3	2	0.3	0.6	1.2	-2	-4	2	-2	-6
CNCc1ccccc1Sc1cccc(O)c1	-0.7	-2	-0.3	0.3	0.6	-1	-3	-5	2	-5
Oc1[nH]c2ccccc2c1N=Nc1c(F)c(F)c(F)c(F)c1F	2.5	16	0.1	nt	nt	-3	10	nt	-16	-2
CCN(CC(=O)NC(C)C)Cc1nc2sc3c(c2c(=O)[nH]1)CCC3	0.9	0	-1.8	1.3	-1.9	-1	nt	-12	0	-2
COC(=O)c1c(C)[nH]c(C(=O)/C=C/c2ccc(C)cc2)c1C	-0.5	20	-1.1	4.3	2.8	nt	-14	nt	-20	3
CN(C)/C=N/c1sc2c(c1C#N)CCCC2	4.9	-1	-2.4	4.4	0.2	-2	3	25	1	6
COc1ccc(N2CCN(C(=S)Nc3ccccc3)CC2)cc1	0.0	nt	-1.5	-0.6	-0.3	5	0	2	nt	-2
Cc1ccc(O)c(NC(=O)Cc2ccc3ccccc3c2)c1	2.9	29	0.4	1.9	3.0	1	-5	nt	-29	-6
O=C(NNc1ccc(-c2csnn2)cc1)c1ccccc1C(F)(F)F	-1.1	-13	-0.4	0.4	-0.2	-3	1	-5	13	3
COc1cccc(CN(C)Cc2nc3cc(C(F)(F)F)ccc3c(=O)[nH]2)c1	-0.1	6	-1.4	-0.4	-3.3	-4	-3	-1	-6	5
Cc1ccc(OCC(=O)NCCC2=CCCCC2)cc1	2.4	-2	-0.3	2.9	-0.3	-4	nt	4	2	4
O=C(NNc1nccc(C(F)(F)F)n1)Nc1cccc(Cl)c1	nt	-26	-0.4	1.7	-1.2	1	nt	-8	26	-2
O=C(NC(=S)NCc1ccccc1)c1ccccc1	4.3	-65	-1.4	3.3	0.2	1	1	-103	65*	-7
COc1ccc(/C=C(\C#N)c2nc3ccc(C)cc3[nH]2)cc1Oc1ccc(C(F)(F)F)cc1[N+](=O)[O-]	0.9	67	0.3	2.4	1.1	nt	3	-65	-67	0
O=C(Nc1nc(-c2cccs2)cs1)c1ccco1	3.4	27	-3.1	-0.2	0.3	-3	9	?	-27	-2
Cc1cc(NC(=O)c2ccoc2C)no1	2.5	17	0.2	1.3	-0.4	-4	1	3	-17	5
NS(=O)(=O)c1ccc(Nc2nc(-c3ccc4ccccc4c3)cs2)cc1	-0.9	41	-1.2	-2.4	-1.7	nt	nt	31	-41	-14

In another format: ten of the compounds above
Values in the order – phage Ecoli inh, SR-BI DiI inh, CAL PDZ FP-1, AddAB inh, E coli growth, CAL PDZ FP-2, Wnt act, MITF act, SR-BI uptake up, Tat transport
> Cn1nc([N+](=O)[O-])c(C(C#N)c2nc3ccccc3n2C)c(Cl)c1=O (centres undefined)
 : 2.1, -5, 0.4, 5.6, 1.1, 1, 6, 1, 5, -8
> Cc1c(NC(=O)C2CC(c3c(F)cccc3Cl)=NO2)c(=O)n(-c2ccccc2)n1C (centres undefined)
 : 3.1, -21, -1.7, 1.6, 2.5, -5, -3, -7, 21, 0
> CCOc1ccc(-c2csc(N)c2C(=O)OC)cc1
 : 0.8, 14, 0.8, -0.8, -1.1, -3, -5, -7, -14, 2
> O=P(O)(CCCP(=O)(O)CCc1ccccc1)CCc1ccccc1
 : 1.7, -7, -0.8, -0.3, -0.1, -2, nt, 4, 7, -6
> CCOC(=O)c1cc2cc(OC)ccc2nc1C
 : 3.3, 16, 0.2, -2.4, -1.9, -1, nt, 15, -16, -5
> COc1ccc(-c2cc(C(=O)Oc3ccc([N+](=O)[O-])cc3)c3ccccc3n2)cc1
 : 2.0, 6, -0.2, -0.4, -0.6, 1, 19, -16, -6, ?
> CC(=NCc1ccco1)c1c(O)n(C2CCCCC2)c(=O)[nH]c1=O
 : 1.5, 3, -0.9, 0.9, 0.5, -2, nt, 13, -3, -1
> CCc1c(C)nc2nc(NC(C)=O)[nH]n2c1=O
 : 2.2, 35, nt, 1.1, 0.9, -3, 0, -5, -35, -12
> O=C(O)C1=CCNCC1
 : 3.3, 2, 0.3, 0.6, 1.2, -2, -4, 2, -2, -6
> CNCc1ccccc1Sc1cccc(O)c1
 : -0.7, -2, -0.3, 0.3, 0.6, -1, -3, -5, 2, -5

Additional entries.
SMILES	phage Ecoli inh	SR-BI DiI inh	CAL PDZ FP-1	AddAB inh	E coli growth	CAL PDZ FP-2	Wnt act	MITF act	SR-BI uptake up	Tat transport
Nc1c(-c2ccccc2)c(CN2CCOCC2)nn1-c1ccc(F)cc1	2.7	-23	-1.0	4.5	0.9	-4	-1	4	23	-1
Cc1cccn2c(=O)c(/C=N/O)c(Nc3ccccc3F)nc12	1.2	-6	-1.1	5.0	2.3	-5	-1	nt	6	0
CC(C)(C)OC(=O)C[C@H]1C/C=C\C[C@H](CC(=O)N(CCO)Cc2ccccc2)C(=O)N[C@@H](c2ccccc2)COC1=O	1.4	20	-1.3	3.4	1.7	-2	0	5	-20	0
CNS(=O)(=O)c1ccc(NS(=O)(=O)c2ccccc2F)cc1	2.6	nt	-0.9	-2.0	1.1	-4	15	7	nt	2
CN1/C(=C\C(=O)c2cccnc2)C(C)(C)c2ccccc21	4.1	18	-1.8	0.0	-5.3	-1	13	22	-18	-3
CCCCCC(=O)NNC(=S)NC(=O)c1ccccc1[N+](=O)[O-]	2.6	-14	-2.5	-4.0	-2.8	1	0	9	14	5
CSc1nnc(CCNS(=O)(=O)c2ccccc2Br)n1C	2.4	nt	-3.7	3.2	0.4	-3	-3	nt	nt	6
Clc1ccc(-c2cn3nc4c(nc3n2)CCCC4)cc1	1.6	7	0.4	-2.9	-3.2	-3	nt	-24	-7	-13
Cc1ccc(N(C(=O)CNC(=O)c2ccco2)C(C(=O)NC2CCCCC2)c2ccncc2)c(C)c1 (centres undefined)	0.1	-17	-2.0	1.0	1.8	-5	-3	-7	17	1
COc1cc(OC)cc(C(=O)Nc2ccc(Cn3ccnc3)cc2)c1	4.4	30	-0.7	-0.6	1.3	-7	1	22	-30	-6
CC(NC(=O)c1cc(S(=O)(=O)N2CCCC2)ccc1Cl)c1ccccn1 (centres undefined)	0.0	-21	-0.9	3.5	1.3	-4	-1	0	21	6
Cc1cccc2c(SCC(N)=O)nc(-c3ccccc3)nc12	2.6	20	-0.4	0.1	-2.3	nt	-2	-1	-20	-4
CC(C)(C)n1ncc2c(=O)n(Cc3c(F)cccc3Cl)cnc21	3.7	-1	0.2	3.0	-0.2	8	nt	16	1	0
COc1ccc(OC)c(Nc2nc(-c3c(C)nc4ncccn34)cs2)c1	2.5	41	2.6	-2.7	-1.1	-5	3	-10	-41	-5
O=C(N[C@@H]1c2ccccc2CC[C@@H]1OCc1ccccc1)c1ccc(-c2ccccc2)cc1	0.4	47	0.2	-0.1	0.5	-1	-2	16	-47	-10
COc1ccc(/C=C2\CC/C(=C\c3ccc(OC)c(OC)c3)C2=O)cc1OC	1.8	10	-0.1	-0.9	-3.3	0	7	-30	-1	-1
COc1ccc(/C=C/C(=O)OCC(=O)NC2CCCCCCC2)cc1	-1.6	10	-0.6	0.3	-0.7	6	-2	nt	-10	4
COc1ccc(OC)c(/C=C2\Oc3cc(OCC(=O)N4CCC(C(=O)O)CC4)ccc3C2=O)c1	0.2	-2	-0.5	2.4	1.0	1	1	-11	2	6
O=C(Nc1c2c(nn1-c1ccc(F)cc1)CS(=O)(=O)C2)c1ccc(Br)o1	-0.9	4	0.1	-0.3	-1.0	-4	1	-6	-4	-5
O=C(C1=C[C@H](C2CC2)C[C@H](OCc2ccc(CO)cc2)O1)N1CCN(Cc2ccc3c(c2)OCO3)CC1	1.9	11	-0.5	1.7	-0.8	-1	-6	-10	-11	0
COc1ccc(-n2c(SCC(=O)NC3CC3)nc3ccccc3c2=O)cc1OC	2.8	-20	-2.0	3.2	-0.3	-2	-1	-3	20	-5
CCOC(=O)/C=C1\SCC(=O)N1CC(=O)Nc1cc(S(=O)(=O)N(C)C)ccc1C	4.4	-9	0.9	-1.4	-1.1	-4	-1	1	9	-9
CCN(CC)S(=O)(=O)c1cc(NC(=O)CO/N=C(\N)c2ccccc2Cl)ccc1C	1.5	17	0.1	1.1	0.5	-5	2	-9	-17	-4
C=CCn1c(N2CCCCCC2)nc2c1c(=O)n(C)c(=O)n2C	nt	16	-1.0	0.7	1.9	4	-4	8	10	-2
CCOCCCn1c(=S)[nH]c2cc(C(=O)NCCCN(CC)CC)ccc2c1=O	4.0	-7	-1.3	3.4	-0.2	-6	-1	-2	7	-8
O=C(O)c1ccccc1C(=O)NCCCn1ccnc1	0.8	-21	-0.6	-0.8	0.3	nt	1	16	21	-10
Cc1ccc(S(=O)(=O)N2CCN(CC(=O)N/N=C\c3ccc(Cl)c([N+](=O)[O-])c3)CC2)cc1	2.6	-28	-0.3	1.9	0.7	-2	nt	6	28	1

This is a random part of the collection. Share with any hit: about 3.6%.
